Assay outcomes from PubChem.
GAA glycogen: inhibitors or activators of human alpha-glucosidase glycogen cleavage; P10253; recombinant GAA, glycogen substrate, Amplex Red glucose oxidase fluorescence; Potency, µM (titrated, usually from 76.4 µM), inactives show top-dose activity change, negative = inhibition, hits mostly inhibitors; 0.38% of 300,000 active; AID 2100;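 also: potency is read from the fitted curve at half-maximal effect; 0% = full enzyme reaction and -100% = no-enzyme basal signal; the screen sought inhibitors and activators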
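qHTS, 1536-well; enzyme 4 nM final; cpd up to 77 uM; substrate bovine liver glycogen 30 ug; 50 mM citrate/phosphate pH 5.0, 0.01% Tween-20; 37 C, 40 min; Amplex Red detection 45 min RT; Hill fit → AC50.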
GAA spleen mod: lysosomal alpha-glucosidase (human) modulation. P10253. human spleen homogenate, 4-MU-alpha-glucoside fluorescence. Potency, µM (series often up to 79.9 µM), for the others: top-dose activity change, negative = inhibition, actives largely listed as inhibitors. 0.006% of 240,000 active;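 also: potency is read from the fitted curve at half-maximal effect; 0% = enzyme with vehicle and -100% = no enzyme basal signal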
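Enzyme source: human spleen homogenate, 1 ug/well. Buffer 50 mM citric acid/K phosphate pH 5.0, 0.01% Tween-20. 4-MU-alpha-glucoside 1 mM; 37 C x 40 min; NaOH/glycine stop; fluorescence.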
GAA inh: alpha-glucosidase (human) inhibition; purified human GAA, 4-MU-alpha-glucoside fluorescence; AID 1466; Potency, µM (highest dose often 76.9 µM), inactives show top-dose activity change, negative = inhibition, most hits filed as inhibitors; 0.005% of 200,000 active;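 also: potency is read from the fitted curve at half-maximal effect; plate controls were uninhibited enzyme wells for no effect and no-enzyme background for full effect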
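Fluorogenic assay: 4 nM human alpha-glucosidase with 400 uM 4-methylumbelliferyl-alpha-D-pyranoside in 50 mM citrate/phosphate, 0.005% Tween-20, pH 5.0, 20 min at room temperature. Compounds tested up to 77 uM; AC50 from Hill fits.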
HttQ103 aggreg: inhibitors of mutant huntingtin aggregate formation in PC12 cells | 1.1% of 220,000 active | PC12 HttQ103-GFP aggregates, Acumen cytometry, 40 h | Potency, µM (top dose mostly 46.1 µM), inactives show at the top dose activity change, negative = inhibition, hits mostly inhibitors; also: potency is read from the fitted curve at half-maximal effect; % is scaled to controls: 0 for no effect and ±100 for the full control effect; nearly all actives have a fitted effect of over 60% in size
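Aggregates are detected as GFP objects 1–25 µm with signal 6 STDEV over background in lysates of induced PC12 cells. These carry Huntingtin exon 1 with 103 glutamines fused to GFP under an ecdysone promoter; compounds titrated.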
CBFb-RUNX1 inh: inhibitors of human CBF-beta and RUNX1 interaction | Q01196+Q13951 | AlphaScreen CBFb-His/RUNX1-biotin binding, biochemical | Potency, µM (series often up to 59.8 µM), for inactives: at the top dose activity, negative = inhibition, most hits filed as inhibitors | 230,000 tested, under 10 active | AID 1477; also: % of control where 0% means no effect
Target sequence (Q01196 whole entry, looked up): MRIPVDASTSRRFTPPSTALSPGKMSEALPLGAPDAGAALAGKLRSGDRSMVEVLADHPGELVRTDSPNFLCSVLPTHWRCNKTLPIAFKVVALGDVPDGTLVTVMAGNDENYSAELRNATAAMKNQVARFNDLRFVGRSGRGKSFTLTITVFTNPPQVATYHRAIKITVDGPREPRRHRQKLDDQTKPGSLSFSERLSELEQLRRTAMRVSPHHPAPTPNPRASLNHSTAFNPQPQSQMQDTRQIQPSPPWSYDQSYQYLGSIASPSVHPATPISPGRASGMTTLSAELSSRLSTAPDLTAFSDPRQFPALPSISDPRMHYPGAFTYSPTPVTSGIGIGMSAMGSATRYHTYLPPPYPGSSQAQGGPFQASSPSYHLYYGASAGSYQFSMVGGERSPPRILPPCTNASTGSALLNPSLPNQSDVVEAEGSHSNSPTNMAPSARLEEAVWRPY
Target sequence (Q13951 whole entry, looked up): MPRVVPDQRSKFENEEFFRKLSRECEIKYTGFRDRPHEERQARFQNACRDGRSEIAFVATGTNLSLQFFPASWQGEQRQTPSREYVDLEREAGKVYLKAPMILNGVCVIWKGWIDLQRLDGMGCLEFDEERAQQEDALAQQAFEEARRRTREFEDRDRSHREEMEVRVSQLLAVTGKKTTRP
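Inhibition was taken as any reduction in AlphaScreen signal from the CBF-beta–RUNX1 pair (His and biotin tags, 30 nM each), measured after compound (15 min) and bead (90 min) incubations at room temperature.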
HTT ATP protect: cytoprotection in Huntington HTT-Q103 PC12 cell model; PC12 HTT-Q103 induced, cytoprotection, ATP luminescence, 40 h; Potency, µM (series often up to 56.4 µM), inactives show cytoprotection (ATP increase), most hits filed as activators; 0.14% of 230,000 active; AID 1471;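 also: potency is read from the fitted curve at half-maximal effect; % of control where 0% means no effect; nearly all actives have a fitted effect of over 45% in size; toxic huntingtin expression switched on by the ecdysone agonist tebufenozide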
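Compounds were screened for protection of PC12 cells against cell death after tebufenozide induction (100 nM final) of mutant Huntingtin exon 1 (Q103) fused to GFP.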
Lamin A splicing: LMNA splicing modulation; 0.01% of 200,000 active; Potency, µM (top dose mostly 46.1 µM), for the others: at the top dose ratio change, negative = inhibition, usual class: inhibitors; AID 1487; HeLa LMNA splicing GFP/RFP minigene ratio, 48 h; active = well fitted inhibition curve with a large enough effect in the signal ratio, with a control signal flat, not every such curve was filed as active; inconclusive = small, poorly fitted or top-dose-only effect, or effect the other way, or a change in a side signal; the % refers to the signal ratio; also: potency is read from the fitted curve at half-maximal effect; % is scaled to controls: 0 for no effect and ±100 for the full control effect
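Read-out is the ratio of GFP to DsRed2 object intensity, acquired by 488 nm laser-scanning cytometry on HeLa lamin A-EGFP minigene reporter cells. Compound incubation 48 hrs at 37 °C in Opti-MEM with 2% FBS; DMSO 0.5% final.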
The depositor's hits bear a star; ? = inconclusive; . = not tested or not shown; [ ] = another dose, or the depositor's remark. Unless noted, calls follow the shape of the dose curve; as a rule, active = well fitted curve in the direction sought with a large enough effect; inconclusive = small, poorly fitted or top-dose-only effect, or another doubt; inactive = no such curve, though single readings can be large; an effect the other way counts as inactive or inconclusive. This is a random part of the collection; overall some 1.5% were active at least once.

Value order: GAA glycogen	GAA spleen mod	GAA inh	HttQ103 aggreg	CBFb-RUNX1 inh	HTT ATP protect	Lamin A splicing
- O=S(=O)(Cc1cc(NCc2ccccc2)nc(-c2ccccn2)n1)c1ccccc1
→ -1%	1%	0%	-6%	?	-30%	?
- O=C(CN(Cc1ccccc1)S(=O)(=O)c1ccc(S(=O)(=O)N2CCOCC2)cc1)Nc1ccccc1
→ -2%	0%	2%	9%	-5%	9%[10 µM]	-8%
- C=CCOc1cccc(C2C(C(=O)c3ccc(C)o3)=C(O)C(=O)N2Cc2ccncc2)c1 (stereo not drawn)
→ 4%	-8%	-5%	?	4%	-26%	8%
- COc1ccc(NC(=O)CSc2ccccc2)c([N+](=O)[O-])c1
→ -2%	1%	1%	0%	2%	-32%[inhibitor]	.
- COc1ccc(S(=O)(=O)N(Cc2ccc(OC)c(OC)c2)Cc2ccco2)cc1
→ -1%	-9%	-8%	?	-5%	-14%[0.074 µM]	?
- Cc1nn(Cc2cccc(C(=O)N3N=C(C(F)F)CC3(O)C(F)F)c2)c(C)c1[N+](=O)[O-] (stereo not drawn)
→ -6%	-8%	0%	?	1%	-13%	-15%
- CC(=O)c1cc2c(cc1NC(=O)CCNC(=O)c1ccccc1Cl)OCO2
→ 2%	0%	11%	-3%	7%	-21%	3%
- CCCCCOc1ccc(NC(=O)C(=O)NCCC2=CCCCC2)cc1
→ -1%	-19%	5%	-3%	0%	2%	13%
- CCN(CC)S(=O)(=O)c1cccc(C(=O)NC(C(=O)Nc2nnc(C3CC3)s2)C(C)C)c1 (stereo not drawn)
→ -13%	3%	8%	-18%	5%	-9%[10 µM]	?
- CCN(CC)S(=O)(=O)c1cccc(C(=O)N[C@H](C(=O)NNC(=O)c2ccccc2)C(C)C)c1
→ 2%	-4%	.	16%[9.22 µM]	-3%	-3%[10 µM]	.
- O=C(c1cccc(Cl)c1)C1CCCN(Cc2ccc(N3CCNC3=O)cc2)C1 (stereo not drawn)
→ -6%	-1%	11%	-8%[9.22 µM]	2%	-1%[10 µM]	?
- O=C1c2c(O)cc(O)cc2O[C@@]12c1c(cc(O)c3c1O[C@H](c1ccc(O)cc1)[C@@H](O)C3)O[C@@H]2c1ccc(O)cc1
→ -28%	0%	?	-4%	4%[2.36 µM]	.	-8%
- COc1ccc(/C(N)=N/OC(=O)Cc2cccs2)cc1
→ 7%	2%	-5%	-5%	?	14%[10 µM]	17%
- Brc1ccc2ncnc(Nc3ccc(N4CCOCC4)cc3)c2c1
→ -11%	-7%	-2%	8.9µM*	-26%	5%	?
- CCn1c(Cc2ccccc2)nnc1SCC(=O)Nc1nnc(-c2ccccc2)s1
→ 5%	-2%	-4%	-9%	3%	5%	2%
- Cc1ccc(Nc2n[nH]c(C)c2[N+](=O)[O-])c(C)c1
→ 1%	-5%	-1%	-11%	-5%	.	?
- O=C(O)c1ccc(N/N=C/c2ccnc3ccccc23)cc1
→ ?	-23%	.	-18%[9.22 µM]	3%	-12%[10 µM]	.
- COc1cccc(CN2CCNC(=O)C2CC(=O)N2CCOc3ccccc3C2)c1OC (stereo not drawn)
→ 20%	-3%	8%	-16%[9.22 µM]	-1%	21%[10 µM]	.
- CCc1ccc(NC(=O)C(=O)N/N=C(\C)CC(=O)Nc2ccccn2)cc1
→ -16%	-4%	-1%	1%	-4%	0%[10 µM]	-10%
- CCC(=O)Nc1ccc(S(=O)(=O)N2CCN(c3ccc(F)cc3)CC2)cc1
→ -21%[76.3 µM]	-2%	-2%	-5%	-3%	-30%	15%
- O=C(N/N=C\c1ccc2c(c1)OCO2)c1ccco1
→ -4%	-5%	-3%	-13%	-1%	-18%[10 µM]	-14%
- CCOC(=O)CCn1cc(F)c(=O)n(Cc2ccccc2)c1=O
→ 8%	1%	-7%	-10%	3%	2%	2%
- O=C(OCn1ncc(Cl)c(Cl)c1=O)c1ccc(F)cc1
→ 9%	-3%	4%	?	-5%	-91%[inhibitor]	?
- CCOC(=O)/C(=N\O)C1=NC(C)(C)Cc2ccccc21
→ 0%	-2%	4%	18%	0%	-31%[10 µM]	6%
- Cc1onc(-c2ccccc2Cl)c1C(=O)N1CCCCC1C(=O)O (stereo not drawn)
→ 6%	-1%	-3%	2%	0%	3%	4%
- CCc1cc(=O)oc2cc(OCC(=O)N(CC)CC)c(Cl)cc12
→ 6%	-2%	-1%	5%	1%	-6%	-3%
- Cc1ccc(C)c(C(=O)CCC(=O)Nc2cccnc2)c1
→ -5%	-8%	-1%	18%	9%	-12%	0%
- O=C(NC1CC1)C1CCN(c2ccc(S(=O)(=O)N3CCOCC3)cc2Cl)CC1
→ -15%	1%	-14%[15.4 µM]	0%	3%	-3%	-1%
- CC(C)c1nc2sc3ccccc3c(=O)c2c(=O)n1Cc1ccccc1
→ -14%	0%	?	-25%[9.22 µM]	5%	-35%[10 µM]	.
- O=c1c2c3c(sc2nc2n1CCCC2)CCCC3
→ -9%	-5%	-3%	-19%	0%	-10%[10 µM]	-4%
- Cc1nc(NC(=O)COC(=O)C(NC(=O)c2ccco2)C(C)C)c(Cl)cc1Cl (stereo not drawn)
→ 2%	-6%	8%	11%	0%	12%	12%
- O=C(CSc1nnc(Cc2cccs2)n1-c1ccccc1)Nc1ccc2c(c1)OCCO2
→ -4%	4%	-10%	-5%	-5%	-1%	-3%
- Cc1cccc2[nH]c(CN(C)C(=O)CC3C(=O)NCCN3CC(C)(C)C)nc12 (stereo not drawn)
→ 12%	-4%	3%	-7%	7%	-21%	.
- N#CCC(=O)Nc1ccc(C(=O)Nc2cccc(S(N)(=O)=O)c2)cc1
→ 4%	-6%	-2%	-14%[9.22 µM]	1%	-9%[10 µM]	18%[46 µM]
- COc1ccccc1Nc1nc(N)nc(CSCCO)n1
→ 2%	-2%	1%	-7%	2%	0%	13%
- COC(=O)c1ccccc1NC(=O)N1CCN(C(=O)c2ccco2)CC1
→ 5%	1%	-8%	3%	0%	8%[10 µM]	-11%
- COc1cc2c(C(=O)N3CCCc4ccccc43)cn(C)c(=O)c2cc1OC
→ 0%	-2%	0%	6%	4%	-35%	1%
- O=C(Nc1cccc(S(=O)(=O)NC2=NCCC2)c1)c1cc(-c2ccccn2)nc2ccccc12
→ -4%	7%	-4%	-3%[9.22 µM]	-23%	-24%[10 µM]	.
- O=C(Nc1ccc(CN2CCCCC2)cc1)c1c(F)c(F)c(F)c(F)c1F
→ 17%	-12%	-8%	12%	1%	-1%[10 µM]	-3%[46 µM]
- CCOC(=O)N1CCN(C(=O)COc2ccccc2[N+](=O)[O-])CC1
→ -4%	-3%	-7%	14%	4%	.	.
- O=C(CCCN1C(=O)c2ccccc2C1=O)Nc1c2c(nc3c1CCC3)CCC2
→ 2%	-6%	11%	5%	-5%	-8%	-6%
- CCOC(=O)C(C(=O)OCC)C(C#N)c1ccccc1 (stereo not drawn)
→ 1%	-7%	1%	-20%	9%	24%[10 µM]	1%
- CCN(CC)CCNC(=O)CCn1c(=S)[nH]c2cc3c(cc2c1=O)OCO3
→ -2%	?	0%	-18%	3%	1%[10 µM]	-7%
- Cc1cccc(CN(C)CCc2ccccn2)c1
→ 5%	-2%	-3%	-8%	6%	-7%	-5%
- O=C(C[n+]1cc(-c2ccccc2)n2c1CCC2)Nc1nc(-c2ccccc2)cs1
→ -4%	5%	-1%	?	-7%	-11%[10 µM]	-6%
- CCCCN(CCCC)C(=O)c1ccccc1NC(=O)CN1C(=O)c2ccccc2C1=O
→ -8%	5%	-11%	21%	0%	-1%	2%
- COc1ccc(CNC(=O)c2cc3c(s2)CN(Cc2ccccc2)C3)cc1
→ 9%	-2%	-5%	-2%	-17%	-14%	.
- O=C(COC(=O)c1cncc(Br)c1)Nc1ccc2c(c1)OCO2
→ 3%	5%	-6%	7%	-15%	-32%[inhibitor]	-6%[46 µM]
- CC1CCCCC1NC(=O)COC(=O)c1c2c(nc3ccccc13)/C(=C/c1ccco1)CC2 (stereo not drawn)
→ 2%	-3%	0%	31%	.	-16%[0.074 µM]	0%
- O=C(/C=C/c1ccoc1)c1ccccc1O
→ 0%	-6%	9%	1%	-10%	.	-1%

HttQ103 aggreg: what is marked active above
SMILES | GAA glycogen | GAA spleen mod | GAA inh | HttQ103 aggreg | CBFb-RUNX1 inh | Lamin A splicing
Brc1ccc2ncnc(Nc3ccc(N4CCOCC4)cc3)c2c1 | -11% | -7% | -2% | 8.9µM* | -26% | ?

(list continues)
Value order: GAA glycogen	GAA spleen mod	GAA inh	HttQ103 aggreg	CBFb-RUNX1 inh	HTT ATP protect	Lamin A splicing
- Cc1cc(-n2cnnn2)ccc1C(C)C
→ -2%	.	-7%	1%	20%	-28%	?
- COc1ccc(N2C(=O)c3ccccc3NC23C(=O)N(C)c2ccccc23)cc1 (stereo not drawn)
→ 3%	1%	0%	9%	1%	-4%	1%
- CCN(CC)S(=O)(=O)c1ccc(NC2c3ccccc3C(=O)N2Cc2ccco2)cc1 (stereo not drawn)
→ -8%	-2%	-8%[15.4 µM]	-29%	-7%	-36%	-16%
- Cc1ccc(SCC(=O)Nc2ncc(C)s2)cc1
→ 25%	-7%	-13%	33%	-6%	14%	13%
- N#C/C(=C/c1cn(CC(=O)O)c2ccccc12)c1ccc(F)cc1
→ 4%	-2%	-7%	14%	2%	32%[10 µM]	1%
- CC/C(=N\NC(=O)c1cccnc1)c1ccc2c(c1)OCCO2
→ -1%	1%	-2%	-15%	8%	-48%[inhibitor]	6%[46 µM]
- O=C(/C=C/c1ccccc1)NNC(=O)c1cccnc1
→ 2%	-2%	-2%	-4%	-1%	-37%	4%
- S=C1NC(c2ccccc2)=NCN1c1ccc(Cl)cc1
→ -9%	-10%	1%	2%	-1%	10%	-10%
- CCOC(=O)c1ccc(Nc2ccc(-c3ccc(OC)c(OC)c3)nn2)cc1
→ -1%	-6%	-5%	3%	1%	-35%	15%
- Cc1ccc(C(=O)NC(=S)Nc2c(C)ccc3nsnc23)cc1
→ 9%	-2%	-5%	-13%	-12%	9%[10 µM]	-21%
- N/C(=N\OC(=O)c1ccco1)c1cccc([N+](=O)[O-])c1
→ -3%	-5%	0%	9%[9.22 µM]	0%	19%[10 µM]	.
